Screening data: PubChem BioAssay, The Scripps Research Institute Molecular Screening Center
CHRM1 agonist: human M1 muscarinic receptor agonism; 360,000 compounds, 0.33% hits; P11229; activation, % at 3 µM; CHO-K1 hM1, Fluo-8 calcium fluorescence, agonist mode; 0% DMSO, 100% acetylcholine EC100;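 active = activation above the run's mean compound activation plus 3 SD, cut at about 16% in these data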;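 also: peak over basal fluorescence ratio within a 140 s kinetic read after compound addition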
M1 PAM parental: counter-screen for M1 PAMs: effect in parental CHO-K1 cells; ATP EC20, Fluo-8 calcium fluorescence; 0% at ATP EC20, 100% at ATP max; activation, % at 3 µM; 360,000 compounds, 0.02% hits; AID 602247;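 active = activation above the run cutoff, the mean activation of all test compounds plus 3 SD, cut at about 40% in these data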;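 also: peak over basal fluorescence ratio in a 140 s read after ATP addition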
CHO-K1 Ca antag: nonselective inhibitor or artifact in parental CHO-K1 cells; ATP-induced calcium, Fluo-8 fluorescence; inhibition, % at 3 µM; 360,000 compounds, 0.6% hits;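 active = inhibition above a per-plate cutoff, the plate's mean sample inhibition plus 3 SD, cut at about 24% in these data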;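 also: 0% = DMSO plus EC80 ATP and 100% = DMSO alone without ATP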
V1R ag counter: V1a receptor agonism, counter-screen for OXTR agonists; 320,000 compounds, 0.25% hits; AID 2797; activation, % at 3 µM; P37288; CHO-V1R cells, Fluo-8 calcium fluorescence, agonist mode; 0% DMSO, 100% 3 nM vasopressin;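 active = activation above the mean activation of all tested compounds plus 3 SD, per screening run, cut at about 20% in these data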;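 also: signal is peak over basal fluorescence ratio across a 100 second FLIPR read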
Target sequence (P37288 whole entry, looked up): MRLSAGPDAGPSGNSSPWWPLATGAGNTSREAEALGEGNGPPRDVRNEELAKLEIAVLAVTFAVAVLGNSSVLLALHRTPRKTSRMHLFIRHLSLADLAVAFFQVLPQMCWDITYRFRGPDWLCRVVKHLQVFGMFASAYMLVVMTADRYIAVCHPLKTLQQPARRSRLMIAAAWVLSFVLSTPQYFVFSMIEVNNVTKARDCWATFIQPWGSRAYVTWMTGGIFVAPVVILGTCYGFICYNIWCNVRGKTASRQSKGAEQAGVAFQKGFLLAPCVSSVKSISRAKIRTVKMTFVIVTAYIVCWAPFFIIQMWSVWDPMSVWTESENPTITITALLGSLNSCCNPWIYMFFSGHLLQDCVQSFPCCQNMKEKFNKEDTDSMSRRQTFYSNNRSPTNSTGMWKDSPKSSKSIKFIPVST
TAAR1 agonist: human TAAR1 agonism; activation, % at 3 µM; CHO RD-HGA16 TAAR1, Fluo-8 calcium fluorescence; vehicle wells 0%, saturating PEA agonist 100%; Q96RJ0; 360,000 compounds, 0.99% hits;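 active = activation above the mean activation of all test compounds in the run plus 3 SD, cut at about 38% in these data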
Target sequence (Q96RJ0 whole entry, looked up): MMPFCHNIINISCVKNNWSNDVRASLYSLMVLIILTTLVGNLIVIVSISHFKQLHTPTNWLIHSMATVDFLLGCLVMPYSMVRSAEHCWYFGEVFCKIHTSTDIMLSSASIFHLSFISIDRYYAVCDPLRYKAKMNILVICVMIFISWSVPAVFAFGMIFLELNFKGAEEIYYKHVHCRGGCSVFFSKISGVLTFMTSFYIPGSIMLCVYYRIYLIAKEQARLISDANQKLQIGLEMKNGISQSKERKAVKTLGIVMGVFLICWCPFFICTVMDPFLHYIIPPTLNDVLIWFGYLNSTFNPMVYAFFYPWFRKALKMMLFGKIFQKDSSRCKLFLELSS
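Test system: RD-HGA16 (CHO) cells co-expressing Gα16 and hTAAR1 / Benchmarks: DMSO vehicle as 0%, PEA at EC100 as 100% / Repeats: no replicates (n 1) / Measure: % activation from peak over basal fluorescence ratio, DMSO-to-PEA scaled / Timing: 17-24 h plating, Fluo-8 75 min 37 °C, 30 min RT / Technique: kinetic Fluo-8 calcium fluorescence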
OXTR potentiate: potentiators of human oxytocin receptor. P30559. CHO-OTR cells, Fluo-8 calcium fluorescence, potentiator mode; 0% = oxytocin EC15, 100% = EC100. activation, % at 3 µM. 320,000 compounds, 0.061% hits;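 active = activation above that plate's cutoff, the mean activation of tested compounds plus 3 SD, cut at about 6.6% in these data, passing the limit was not always enough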;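 also: 100% uses oxytocin at 75 nM as the full agonist control; some results filed as inactive read as strong as hits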
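Replication – single well per compound, singlicate · Assay system – CHO cell line stably expressing human OTR · Timing – 6 min pre-incubation, 100 s read · Measure – normalized max/min fluorescence ratio, % activation · Doses – 3.0 µM, one dose · Detection – Fluo-8 calcium dye fluorescence · Probe or stimulus – oxytocin near EC15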
CHO-K1 Ca ag: M1 agonist counterscreen hit in parental CHO-K1 cells; 360,000 compounds, 0.48% hits; Fluo-8 calcium fluorescence; scaled to maximal ATP response, vehicle zero; activation, % at 3 µM; AID 602248; in the data active = activation above about 15%;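 also: untransfected CHO-K1 host cells lacking M1 receptor as counterscreen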
TAAR1 antag: antagonists of human TAAR1. CHO RD-HGA16 TAAR1, Fluo-8 calcium fluorescence, antagonist. 360,000 compounds, 1.5% hits. AID 624466. inhibition, % at 3 µM;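 active = inhibition above a per-plate cutoff, the mean inhibition of test compounds on that plate plus 3 SD, cut at about 49% in these data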;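 also: 0% = DMSO plus EC80 beta-PEA response and 100% = DMSO alone without agonist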
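Material: RD-HGA16 CHO cells with stable hTAAR1 and Gα16; Dosing: single nominal final test compound concentration of 3 µM; Schedule: seeding 17-24 h prior, 75-min 37 °C, 30-min RT dye loading; Detection: kinetic Fluo-8 calcium fluorescence measurement; Measure: % inhibition from peak post-agonist over basal fluorescence ratio; Benchmarks: vehicle and agonist controls.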
CHO parental Ca: signal in parental CHO cells, OX1R antagonist counter-screen | parental CHO-K1, ATP-induced calcium, Fluo-8 fluorescence | 330,000 compounds, 0.63% hits | inhibition, % at 5.6 µM;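 active = inhibition above that plate's mean sample inhibition plus 3 SD, cut at about 26% in these data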;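 also: 0% = ATP-challenged DMSO wells and 100% = DMSO wells without ATP; some compounds past the cut are filed as inactive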
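Assay system: parental CHO cells; Read-out basis: percent inhibition of ATP-evoked calcium rise, normalized to controls; Benchmarks: ATP and no-ATP DMSO wells; Compound dosing: single nominal dose of 5.6 µM per compound; Signal: Fluo-8 calcium dye fluorescence; Also added: ATP as calcium-mobilizing challenge; Repeats: singlicate.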
* = called active by the depositor; / = no result given; & = joins results of further samples.

SMILES	CHRM1 agonist	M1 PAM parental	CHO-K1 Ca antag	V1R ag counter	TAAR1 agonist	OXTR potentiate	CHO-K1 Ca ag	TAAR1 antag	CHO parental Ca
COc1ccc2[nH]c(C)c(CCNC(=S)Nc3ccc(F)cc3)c2c1	-6.9	4.0	-0.5	0.8	3.9	-4.1	0.5	8.2	0.6
COCCn1c(=S)[nH]c2cc(C(=O)N3CCN(Cc4ccc5c(c4)OCO5)CC3)ccc2c1=O	-2.8	-9.0	17.0	2.1	5.5	-5.3	-0.1	-2.3	-16.8
CCN(CC)c1ccc(NS(=O)(=O)c2cn(C)c(=O)n(C)c2=O)c(C)c1	-8.3	7.3	11.1	0.0	0.7	-3.5	5.0	-10.1	-14.1
CCCN=C1N(CC)C[C@@H]2[C@@H]3C(=O)N(Cc4ccccc4)C(=O)[C@@H]3[C@](Cc3ccccc3)(C(=O)OC)N12	-7.0	1.6	5.5	/	1.9	/	1.7	-9.2	-22.6
CCOC(=O)c1oc2ccccc2c1NC(=O)c1cc(OC)cc(OC)c1	-5.5	17.5	-11.8	-1.0	6.2	-8.9	0.7	2.7	-18.8
COc1ccc(CCNC(=O)CNC(=O)c2ccc3c(c2)OCO3)cc1OC	-3.1	5.0	-9.4	0.3	-0.3	-7.8	0.6	5.5	8.4
COC(=O)c1cc(=O)n(Cc2ccc3c(c2)OCO3)c(=Nc2ccc(F)c(Cl)c2)s1	-1.7	15.6	-5.9	0.3	0.6	-5.8	0.5	-25.5	-11.9
Cc1ccc(NC(=O)c2ccco2)c(NC(=O)CN2C(=O)c3ccccc3C2=O)c1	-4.6	13.6	-5.9	-0.9	-1.9	-1.2	-0.2	-5.5	-7.7
O=C(O)CSc1cccc2cccnc12	-0.7&-3.1	9.5&26.8	-9.5&-15.1	-0.4&0.4	2.6&2.5	3.6&-8.5	-0.2&0.6	-10.7&4.7	-8.6&13.0
O=C1c2ccccc2C(=O)c2c1cccc2N1CCN(C/C=C/c2ccccc2)CC1	-3.7	1.9	-8.3	-0.5	-0.3	-0.7	0.1	-12.6	-15.9
COC(=O)c1ccc(COc2ccc(/C=N/Nc3nc(C)cc(=O)[nH]3)cc2)cc1	-3.0	12.5	-12.1	0.0	0.4	-9.8	0.3	-7.1	-7.2
CC[C@@H](C)[C@H](NC(=O)Cc1c(C)c2c(cc(C)c3c(C)coc32)oc1=O)C(=O)O	-0.5	-11.0	-2.4	/	0.0	/	0.4	-20.6	/
Cc1ccc(OCC(=O)N2CCN(S(=O)(=O)c3ccc(Cl)s3)CC2)cc1C	0.7	6.3	-1.0	1.6	2.3	-9.0	0.0	-17.2	-4.8
O=C(c1cccc(S(=O)(=O)N2CCOCC2)c1)N(Cc1ccc(F)cc1)Cc1ccco1	-4.3	10.2	-6.3	-0.1	11.5	-18.4	4.9	13.9	-13.5
Cc1nn(-c2ccc(N3CCCCC3)nn2)c(C)c1CCC(=O)Nc1ccc(F)c(F)c1	1.2	3.7	-1.6	7.8	18.4	-11.8	4.4	3.7	-24.0
CCc1noc(C)c1C(=O)N(C)CC(=O)Nc1ccc(Br)cc1C	-0.9	7.2	14.3	-0.3	-0.5	-14.6	-0.1	-11.5	-19.7
CC(C)(C)NC(=O)COC(=O)c1nsc(Cl)c1Cl	-1.3	19.4	-10.8	0.0	8.6	-3.1	0.8	15.5	-5.5
O=C(NCC1CCCO1)NC1(C(F)(F)F)Oc2ccccc2O1 (stereo unspecified)	-2.2	-21.8	2.6	-0.4	2.7	-5.6	-0.1	-6.3	-12.4
COC(=O)c1ccccc1NC(=O)CSc1nc(N)cc(=O)[nH]1	-1.4	19.9	-17.0	-0.3	7.6	-3.1	0.8	11.7	-5.1
Cc1cccc(NC(=S)NCCN(C2CCCCC2)C2CCCC2)c1	-4.6	14.0	-21.1	6.3	9.5	-10.6	2.8	-12.3	-18.1
C[C@H](CO)N1C[C@H](C)[C@@H](CN(C)S(=O)(=O)c2cccs2)OCc2cn(nn2)CCCC1=O	-9.8	18.8	-7.4	/	6.8	/	1.2	-13.3	/
CC1CCN(C(=O)CCCl)c2ccccc21 (stereo unspecified)	-4.5	0.2	-4.7	/	-1.7	/	-0.1	-14.8	/
COc1ccc(N2CC(C(=O)N3CCN(C(=O)c4ccco4)CC3)CC2=O)cc1 (stereo unspecified)	-3.1	-4.3	-1.7	-0.1	2.3	-5.4	0.4	-1.2	-6.3
Cc1ccc(CNC(=O)c2cccnc2Sc2cccc(Cl)c2)cc1	22.4*	28.7	-16.1	16.1	73.0*	-17.3	6.2	30.1	-11.5
O=C(CN1CCN(Cc2ccccc2)CC1)c1c[nH]c2ccccc12	-6.8	11.4	-8.7	1.3	27.9	-8.3	0.7	19.8	6.6
The list goes on:
SMILES	CHRM1 agonist	M1 PAM parental	CHO-K1 Ca antag	V1R ag counter	TAAR1 agonist	OXTR potentiate	CHO-K1 Ca ag	TAAR1 antag	CHO parental Ca
Cc1cc2n(n1)C(c1cn(-c3ccccc3)nc1C)Nc1c(C)cccc1-2 (stereo unspecified)	-0.9	-1.6	15.6	0.1	5.5	-5.2	0.0	-34.2	-25.0
O=C1c2cccnc2C(=O)N1c1ccccc1-c1ccccc1	-0.6	8.5	-4.8	-0.7	1.5	0.7	0.2	8.9	-7.0
O=S(=O)(NCc1cn2ccccc2n1)c1cccs1	-3.2	17.0	-4.1	0.8	3.9	1.6	0.8	-5.3	-1.1
CCCCC(=O)Nc1ccc(NC(=O)c2ccc(C)c([N+](=O)[O-])c2)cc1OC	-6.5	19.1	-11.4	0.1	0.4	-9.4	0.8	-3.6	-13.2
COC(=O)c1ccc(CSc2nnc3ccccn23)o1	-2.2	-1.8	-11.4	0.5	2.7	-3.8	0.1	-9.7	-4.8
Cc1ccc(C(=O)CSc2nnc(COc3ccccc3)o2)cc1	-5.5	6.2	-3.2	0.0	-0.1	-4.2	0.9	3.4	-19.2
NC1=NS(=O)(=O)NC1c1ccc(Br)cc1 (stereo unspecified)	-3.8	1.4	8.1	-0.3	2.9	-8.8	1.6	-6.9	-4.1
Cn1nc(C(F)(F)F)cc1Oc1ncc(C(F)(F)F)cc1Cl	-3.6	17.3	-16.6	0.8	-0.3	-1.5	0.5	-0.4	-10.8
O=C(CNC(=O)c1ccco1)OCc1ccc(Cl)cc1	-2.7	1.0	3.3	0.2	0.2	-0.3	-0.3	-19.6	-8.0
COc1ccc(N(CC(=O)NCc2ccccc2)C(=O)Cn2nnc(-c3ccccc3F)n2)cc1OC	-3.7	-8.7	9.6	6.2	11.1	-4.9	-0.3	-5.8	-18.0
O=C(Cc1ccsc1)NCC(=O)Nc1ccccc1Br	-3.5	14.9	-14.3	0.6	4.2	7.3	0.3	-7.5	-5.5
CCOc1ccc(C2C3=C(CCCC3=O)N(CC(=O)O)C3=C2C(=O)CCC3)cc1	1.4	-7.2	-5.9	-0.3	0.4	-18.6	-0.4	6.9	-18.6
CC(=O)c1sc(NC(=O)CCc2ccccc2)nc1C	-2.7	-3.5	14.6	/	-0.4	/	0.7	-14.8	/
O=[N+]([O-])c1ccc2c(c1)nnn2-c1ccccc1	-3.3	2.5	10.0	-1.0	5.2	9.7	0.4	-3.5	2.8
O=C(C1Cc2ccccc2CN1S(=O)(=O)c1ccc(F)cc1)N1CCCCCC1 (stereo unspecified)	-3.9	-3.6	9.3	-1.5	0.7	1.2	0.2	14.0	-3.6
Cc1ccccc1C(=O)NCC(=O)OC1CCCCC1=O (stereo unspecified)	0.4	-18.1	3.5	-1.1	1.7	-1.0	0.0	-10.4	-4.1
COC(=O)c1csc(S(=O)(=O)N2CCOCC2)c1OC	-4.1	22.1	-7.0	0.4	0.3	-6.7	5.2	-8.9	0.0
CC[C@@H](C)[C@H](C(CC(=O)N1CCCC1[C@@H](OC)[C@H](C)C(=O)N[C@H](Cc1ccccc1)c1nccs1)OC)N(C)C(=O)[C@H](NC(=O)[C@@H](C(C)C)N(C)C)C(C)C (stereo partly specified)	-4.4	1.4	-7.5	/	-0.2	/	-0.2	-20.5	/
CCN(C(=O)COC(=O)CCOc1ccc(C(C)(C)C)cc1)c1c(N)n(Cc2ccccc2)c(=O)[nH]c1=O	-2.7	7.7	-4.6	/	0.9	/	-0.2	-11.4	/
CCCCn1c(N)c(N(CC(C)C)C(=O)CCCc2nc3ccccc3s2)c(=O)[nH]c1=O	-0.4	18.0	-10.8	-0.3	3.0	-2.7	1.2	-3.0	8.8
N#Cc1ccc(-c2nc3ccc(Br)cn3c2Cc2cccc(Cl)c2)cc1	-4.4	15.0	-8.0	/	3.2	/	0.3	8.6	/
O=C(Nc1ccc(F)cc1)c1cc2c(s1)CCCC2	-7.4	3.4	-4.7	-1.2	1.9	-3.3	1.3	-11.0	-17.5
CC[C@]1(C(=O)OC)[C@H]2C(=O)N(Cc3ccccc3)C(=O)[C@H]2[C@H]2CN=C(SCc3ccc(C(=O)OC)cc3)N21	-7.4	5.9	4.4	/	4.8	/	3.2	33.4	-22.2
Cn1nc([N+](=O)[O-])nc1Sc1nnnn1-c1cccc(C(=O)O)c1	-0.7	7.8	-11.3	0.8	0.0	1.3	0.9	-27.4	-5.9
O=S(=O)(c1cccnc1)N1CCn2cccc2C1c1ccccc1F (stereo unspecified)	-4.2	-2.7	-11.4	-1.0	-1.7	-2.7	-0.3	-6.0	-14.5
COc1ccc(C2=NN(C(=O)CCC(=O)O)C(c3ccc(Br)cc3)C2)cc1 (stereo unspecified)	-5.0	4.1	10.5	0.0	1.2	-3.2	1.7	-13.5	10.0
